# DDE Tn7 FP inh = inhibitors of Tn7 peptide binding to fibrin DD(E), primary screen, biochemical, fluorescence polarization, human fibrin, Tn7 probe; Fibrinogen beta chain (Homo sapiens), P02675; FP displacement of FITC-Tn7 peptide from fibrin DD(E); 0% = median of compound wells per plate; inhibition, % at 8.3 µM; hit rate 0.13% among 370,000; AID 720508, 2013;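 active = inhibition above the mean of compounds falling within the control limits plus 3 SD of them, cut at about 14% in these data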;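 note: 0% = plate median of compound wells and 100% = 10 µM Aha-Tn7 peptide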
#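 Assay system: human fibrin DD(E) protein / Input: 2 µM fibrin DD(E) / Benchmarks: high control of 10 µM Aha-Tn7 peptide / Measured by: fluorescence polarization of the labelled Tn7 tracer / Medium: Tris buffer with calcium and detergent, pH 7.8 / Timing: 10 min compound pre-incubation, 3 h probe incubation at room temperature / Repeats: one replicate per compound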
# Tn6 DDE FP = inhibitors of Tn6 peptide binding to fibrin DD(E), primary screen, biochemical, fluorescence polarization, human fibrin, Tn6 probe | Fibrinogen beta chain (Homo sapiens), P02675 | Fibrin DD(E) TRITC-Tn6 fluorescence polarization displacement | inhibition, % at 8.3 µM | hit rate 0.21% among 370,000 | AID 720509, 2013;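 active = inhibition above a per-campaign cutoff: mean of compounds within control limits plus 3 SD, cut at about 15% in these data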;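 note: 0% = median of all compound wells on the plate and 100% = blocking peptide control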
# SIAE primary = human SIAE inhibitors, primary screen, biochemical, fluorescence polarization, FP-Rh probe, 1536-well HTS | Sialate O-acetylesterase (Homo sapiens), Q9HAT2 | SIAE FP-Rh probe binding | inhibition, % at 9.66 µM | hit rate 0.69% among 370,000;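 active = inhibition above a cutoff: mean of compounds within the control limits plus 3 SD of those, cut at about 17% in these data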;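 note: 0% = plate median of compound wells and 100% = probe without SIAE protein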
# Target sequence (Q9HAT2 whole entry, looked up): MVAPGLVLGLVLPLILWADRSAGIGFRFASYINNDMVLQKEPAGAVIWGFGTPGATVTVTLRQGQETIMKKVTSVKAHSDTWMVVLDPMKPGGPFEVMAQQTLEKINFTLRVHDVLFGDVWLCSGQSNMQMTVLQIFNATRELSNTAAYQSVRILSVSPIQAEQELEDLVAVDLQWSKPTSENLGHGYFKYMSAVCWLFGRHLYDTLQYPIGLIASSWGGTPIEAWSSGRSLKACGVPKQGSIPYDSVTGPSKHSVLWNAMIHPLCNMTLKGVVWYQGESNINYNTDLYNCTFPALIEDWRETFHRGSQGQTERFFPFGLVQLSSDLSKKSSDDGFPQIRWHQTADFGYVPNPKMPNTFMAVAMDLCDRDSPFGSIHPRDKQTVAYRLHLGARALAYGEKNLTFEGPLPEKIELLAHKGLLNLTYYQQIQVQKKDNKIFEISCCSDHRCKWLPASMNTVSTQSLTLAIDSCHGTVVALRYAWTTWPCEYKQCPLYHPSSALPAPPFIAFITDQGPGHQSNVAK
# PLCg1 inh = PLC-gamma1 enzyme inhibitors, primary screen, biochemical, fluorescence, purified enzyme. 1-phosphatidylinositol 4,5-bisphosphate phosphodiesterase gamma-1 (Homo sapiens), P19174. fluorogenic substrate. inhibition, % at 12.2 µM. hit rate 0.84% among 370,000; in the data active = inhibition above about 9.5%
# ADAM17 inh = ADAM17 inhibitors, primary screen, biochemical, QFRET. recombinant ADAM17, EDANS/DABCYL FRET peptide cleavage. AID 720648, 2013. hit rate 0.83% among 370,000. Disintegrin and metalloproteinase domain-containing protein 17 (Homo sapiens), P78536. inhibition, % at 6.95 µM;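 active = inhibition above the mean of compounds lying between control limits plus 3 SD, set per campaign, cut at about 8.5% in these data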;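 note: 0% = DMSO-only wells as the low control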
# PLC-beta3 inh = human PLC-beta3 inhibitors, primary screen, biochemical, fluorescence | AID 720704, 2013 | inhibition, % at 12.2 µM | hit rate 0.18% among 370,000 | 1-phosphatidylinositol 4,5-bisphosphate phosphodiesterase beta-3 (Homo sapiens), Q01970 | Purified PLC-beta3, fluorogenic substrate; in the data active = inhibition above about 11%;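 note: 0% = median of compound wells on plate and 100% = full blocker control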
# ASAP1 GAP inh = inhibitors of human ASAP1 ArfGAP activity, primary screen, biochemical, fluorescence polarization | hit rate 0.19% among 360,000 | inhibition, % at 16.5 µM | ASAP1-stimulated ARF1 GTP hydrolysis, GDP FP detection; in the data active = inhibition above about 25%;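 note: 0% = vehicle with enzyme and substrate and 100% = no enzyme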
# Target sequence (Q9ULH1 325-724 limits assumed): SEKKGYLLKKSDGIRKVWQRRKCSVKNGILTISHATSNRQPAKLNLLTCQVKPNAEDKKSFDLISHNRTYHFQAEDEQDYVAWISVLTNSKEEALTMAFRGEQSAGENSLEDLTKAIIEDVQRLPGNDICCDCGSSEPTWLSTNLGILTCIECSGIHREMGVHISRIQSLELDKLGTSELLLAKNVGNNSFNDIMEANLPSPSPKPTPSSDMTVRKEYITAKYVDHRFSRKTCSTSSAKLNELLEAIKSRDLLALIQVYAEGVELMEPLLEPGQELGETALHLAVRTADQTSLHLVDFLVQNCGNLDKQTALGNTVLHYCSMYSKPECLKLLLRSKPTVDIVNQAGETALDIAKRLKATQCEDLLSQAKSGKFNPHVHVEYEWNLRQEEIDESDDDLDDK
# TDP2 inh = human TDP2 enzyme inhibitors, primary screen, biochemical, epi absorbance, recombinant enzyme | Tyrosyl-DNA phosphodiesterase 2 (Homo sapiens), O95551 | inhibition, % at 12.8 µM | hit rate 0.34% among 370,000 | AID 720702, 2013 | T5PNP hydrolysis, p-nitrophenol absorbance 415 nm;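 active = inhibition above the mean of all tested compounds plus 3 SD, set per campaign, cut at about 25% in these data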;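 note: 0% = DMSO with enzyme and 100% = buffer with substrate but no TDP2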
#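 Test system: Human TDP2 enzyme | Reagent: 5 mM T5PNP | Compound dosing: 12.8 µM single point, 1% DMSO | Incubation: Enzyme reaction with compound for 2 h at 37 °C | Technique: p-Nitrophenol epi absorbance | Read-out: % inhibition relative to enzyme-containing and enzyme-free wells | Benchmarks: High control without enzyme, low control DMSO plus TDP2 | Replicates: Singlicate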
# ADAM10 inh = human ADAM10 inhibitors, primary screen, biochemical, QFRET, HTS; Disintegrin and metalloproteinase domain-containing protein 10 (Homo sapiens), O14672; recombinant ADAM10, EDANS/DABCYL FRET peptide cleavage, 3 h; inhibition, % at 7 µM; hit rate 0.62% among 370,000;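 active = inhibition above a per-campaign cutoff equal to the mean of compounds falling between control-based bounds plus 3 SD, cut at about 20% in these data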;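 note: 0% = DMSO wells while the 100% control is not disclosed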
# ARFGAP1 inh = inhibitors of rat ARFGAP1 GAP activity, primary screen, biochemical, fluorescence polarization, GDP tracer; ADP-ribosylation factor GTPase-activating protein 1 (Rattus norvegicus), Q62848; Arfgap1-stimulated ARF1 GTP hydrolysis, GDP FP detection; inhibition, % at 16.5 µM; hit rate 0.26% among 360,000; AID 651572, 2012;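 active = inhibition above a per-plate limit, mean inhibition of low control wells plus 3 SD, cut at about 25% in these data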;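 note: 0% = DMSO wells with enzyme and 100% = wells lacking Arfgap1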
# Target sequence (Q62848 1-136 limits assumed): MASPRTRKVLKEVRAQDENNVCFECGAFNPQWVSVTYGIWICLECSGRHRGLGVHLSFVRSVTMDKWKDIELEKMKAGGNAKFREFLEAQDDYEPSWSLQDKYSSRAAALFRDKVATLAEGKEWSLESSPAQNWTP
#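 Repeats: one replicate per compound; assay system: rat Arfgap1 catalytic domain, aa 1-136; times: enzyme reaction 120 min at 25 °C after 20 min preincubation; detection: FP of antibody-bound GDP Alexa 633 tracer, ex 620/em 688 nm; benchmarks: high control wells lacking Arfgap1, low control full reaction with DMSO; reagent: human ARF1(Δ1-17)-GTP substrate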
# The depositor's hits bear a star; x = not tested or not shown. Rows are unselected, and some 3.6% of all compounds hit somewhere here.
item	SMILES	ADAM10 inh	ARFGAP1 inh	ADAM17 inh	Tn6 DDE FP	TDP2 inh	PLCg1 inh	PLC-beta3 inh	DDE Tn7 FP inh	ASAP1 GAP inh	SIAE primary
1	CCOC(=O)C1CCN(C(=O)COc2ccc(Br)cc2)CC1	6	5	3	7	-16	11*	7	-4	-4	6
2	CC(C)(C)c1ccc(C(=O)NCc2nnc(SCC(=O)NCc3ccco3)o2)cc1	6	-4	2	-4	-12	3	-2	-4	9	-12
3	COc1ccc(OCc2cc(C(=O)N3CCN(CC(=O)N(C)C)CC3)no2)c(Cl)c1	-5	-8	-1	0	6	-1	-10	-6	-1	3
4	CCCc1nn(C(=O)c2ccccc2)c2c1C(=O)CC(C)(C)C2	14	6	3	-2	-18	5	2	0	2	-3
5	Cc1ccc(OCC(=O)N(C)CC(=O)Nc2ccc(Cl)c(C(F)(F)F)c2)c([N+](=O)[O-])n1	8	13	3	0	4	1	-8	2	1	-5
6	Cc1ccc(S(=O)(=O)N2CCN(C(=O)C3CC3C)CC2)c(C)c1 (stereo not drawn)	-1	-2	1	0	1	-2	-7	3	-1	-4
7	Cn1nc(-c2ccc(C(=O)NC3CCCCC3)cc2)c2ccccc2c1=O	-3	7	-4	10	17	-1	-3	6	-4	1
8	O=C(CSc1ncccn1)NC(=O)NCc1ccccc1	0	-1	-5	4	-5	2	2	8	2	-3
9	COc1ccc(C)cc1S(=O)(=O)NC(C)c1cnn(-c2ccccn2)c1C (stereo not drawn)	-2	-3	-2	3	-7	2	-5	2	-10	2
10	O=C(CSc1nnc(-c2ccco2)o1)N1CCCCC1	16	-4	-1	2	-8	4	-2	6	-5	-4
11	COC(=O)C1C(c2ccccc2)C(C(=O)N2CCN(C)CC2)C1c1ccccc1 (stereo not drawn)	6	-5	0	2	-11	3	2	-3	-7	-4
12	COc1cc2c(cc1NC(=O)CN(C)Cc1nc3ccccc3c(=O)[nH]1)oc1ccccc12	-4	4	-2	-3	0	1	1	-7	12	-16
13	COc1ccc(CNC(=O)CCc2ccc(S(=O)(=O)N3CCCCCC3)cc2)cc1	-1	-2	-1	1	2	-1	-6	-3	-16	3
14	COc1ccc(CN2C(=O)C(=O)N(CC(N)=O)C2=O)cc1	0	-1	-2	7	-10	2	4	2	-2	-15
15	COc1ccc(NC(=O)CCNS(=O)(=O)c2cccc3nonc23)cc1Cl	1	-4	-3	-4	2	-1	-5	2	0	1
16	CC(C)Cc1nc(N2CCCCC2)c(C#N)c2c1CCC2	-13	8	-8	0	-9	-7	-8	-3	-2	-7
17	CC(C)=CC(=O)Nc1ccc(Br)cc1	3	-10	1	-5	8	0	0	-7	0	6
18	CCC(C(=O)N1CCN(Cc2ccc3c(c2)OCO3)CC1)n1nnc2ccccc2c1=O (stereo not drawn)	-22	9	0	3	2	3	1	-8	4	3
19	COC(=O)CCN(C(=O)c1ccc(OC(C)=O)cc1)c1ccccn1	-7	-9	-2	0	-6	0	2	-6	9	-2
20	Cc1ccc(-n2ncc3c2CC(C)(C)CC3NC(=O)C2CCOCC2)cc1 (stereo not drawn)	10	-2	-3	2	-10	-2	-6	-2	-7	-2

# Ordered by length of the SMILES (descending): eleven of the compounds above
item	SMILES	ADAM10 inh	ARFGAP1 inh	ADAM17 inh	Tn6 DDE FP	TDP2 inh	PLCg1 inh	PLC-beta3 inh	DDE Tn7 FP inh	ASAP1 GAP inh	SIAE primary
12	COc1cc2c(cc1NC(=O)CN(C)Cc1nc3ccccc3c(=O)[nH]1)oc1ccccc12	-4	4	-2	-3	0	1	1	-7	12	-16
3	COc1ccc(OCc2cc(C(=O)N3CCN(CC(=O)N(C)C)CC3)no2)c(Cl)c1	-5	-8	-1	0	6	-1	-10	-6	-1	3
11	COC(=O)C1C(c2ccccc2)C(C(=O)N2CCN(C)CC2)C1c1ccccc1 (stereo not drawn)	6	-5	0	2	-11	3	2	-3	-7	-4
9	COc1ccc(C)cc1S(=O)(=O)NC(C)c1cnn(-c2ccccn2)c1C (stereo not drawn)	-2	-3	-2	3	-7	2	-5	2	-10	2
6	Cc1ccc(S(=O)(=O)N2CCN(C(=O)C3CC3C)CC2)c(C)c1 (stereo not drawn)	-1	-2	1	0	1	-2	-7	3	-1	-4
19	COC(=O)CCN(C(=O)c1ccc(OC(C)=O)cc1)c1ccccn1	-7	-9	-2	0	-6	0	2	-6	9	-2
4	CCCc1nn(C(=O)c2ccccc2)c2c1C(=O)CC(C)(C)C2	14	6	3	-2	-18	5	2	0	2	-3
14	COc1ccc(CN2C(=O)C(=O)N(CC(N)=O)C2=O)cc1	0	-1	-2	7	-10	2	4	2	-2	-15
1	CCOC(=O)C1CCN(C(=O)COc2ccc(Br)cc2)CC1	6	5	3	7	-16	11*	7	-4	-4	6
10	O=C(CSc1nnc(-c2ccco2)o1)N1CCCCC1	16	-4	-1	2	-8	4	-2	6	-5	-4
8	O=C(CSc1ncccn1)NC(=O)NCc1ccccc1	0	-1	-5	4	-5	2	2	8	2	-3

# Next section
item	SMILES	ADAM10 inh	ARFGAP1 inh	ADAM17 inh	Tn6 DDE FP	TDP2 inh	PLCg1 inh	PLC-beta3 inh	DDE Tn7 FP inh	ASAP1 GAP inh	SIAE primary
21	O=C(CSCc1ccc(Cl)cc1)N1CCN(Cc2ccc3c(c2)OCO3)CC1	0	-7	1	6	-1	4	0	6	1	5
22	CC(C)(C)NC(=O)N1CCCC(C(=O)c2cccc(Cl)c2)C1 (stereo not drawn)	0	-7	2	2	-8	2	2	-7	3	1
23	CC(=O)NCC1CCN(C(=O)C2CCC(=O)N(CCc3cccc(F)c3)C2)CC1 (stereo not drawn)	-2	1	1	13	-14	1	-4	-6	-1	-4
24	CC(C)C(=O)Nc1ccc(C(=O)NNC(=O)CCCOc2ccc(Cl)cc2Cl)cc1	6	5	-1	3	2	1	0	5	16	-6
25	COc1ccccc1-c1ccc(=O)n(CC(=O)NCc2ccco2)n1	6	-5	-5	-1	-1	-3	-5	1	10	2
26	COc1cccc(NC(=O)CCNS(=O)(=O)c2cccc3nsnc23)c1	13	-14	2	2	-17	3	6	-9	5	-5
27	O=C(c1ccccc1OC(F)F)N1CCN(S(=O)(=O)c2ccc3c(c2)OCCCO3)CC1	1	-5	-1	3	8	0	-4	-3	-8	7
28	O=C(COc1ccc(Oc2ccccc2)cc1)NC1CCS(=O)(=O)C1 (stereo not drawn)	-6	17	-2	1	9	1	3	3	-7	3
29	Cc1cc(N2CCN(C(=O)OC(C)(C)C)C[C@@H]2C)ccc1N1C[C@@H](C)O[C@@H](C)C1	-4	-2	0	-6	1	2	2	-8	-2	-2
30	Cc1ccc(C2(CCNCc3ccc(N(C)C)cc3)CCOC(C(C)C)C2)cc1 (stereo not drawn)	8	-2	5	-5	-35	8	5	-3	-4	-3
31	COc1ccccc1NC(=O)CN1CCOCC1	1	-13	-1	0	3	2	1	0	6	-2
32	COc1ccc(NC(=O)CCCN2C(=O)CN(C)C2=O)cc1Cl	-8	-9	-3	-5	3	3	-4	-8	6	1
33	CN(C)c1ccc(N=Cc2nc(-c3ccccc3)oc2O)cc1	3	-2	1	-7	6	-33	-49	-2	15	18*
34	COc1ccc(-c2ccc(C(=O)NC(C)C)c3occc23)c(C)c1	-112	2	-34	-6	-18	-24	-38	-5	0	-3
35	NC(=O)Cn1nc([N+](=O)[O-])nc1Oc1ccc(Br)cc1	0	1	1	-5	3	2	-2	-5	2	-3
36	O=C(CSc1nc2ccccc2n1Cc1ccccc1Cl)N/N=C\c1c[nH]c2ccccc12	12	x	5	-6	-5	1	-2	-1	x	-8
37	Cc1ccc(/C=N/n2c(C)nnc2C)o1	0	16	1	0	-6	6	1	-1	-19	4
38	CCOC(=O)c1ccc2c(c1)n(CCO)c(C)[n+]2CC	5	-1	1	3	-13	5	4	-8	15	4
39	N#CCCN/N=C(/Cc1nc2ccccc2[nH]1)c1cccc(Cl)c1	-72	9	-22	-3	-1	-111	-133	-2	-1	-5
40	Cc1ccc(CSCc2nc3ccccc3[nH]2)cc1	-5	-4	-1	1	-5	1	1	0	-1	3

item	SMILES	ADAM10 inh	ARFGAP1 inh	ADAM17 inh	Tn6 DDE FP	TDP2 inh	PLCg1 inh	PLC-beta3 inh	DDE Tn7 FP inh	ASAP1 GAP inh	SIAE primary
41	O=[N+]([O-])c1ccc2[nH]cc(S(=O)(=O)N3CCN(c4cccc(Cl)c4)CC3)c2c1	10	10	0	-7	-4	10*	1	0	3	-2
42	COC(=O)C1=C(C)N(Cc2cccc(C(F)(F)F)c2)C(=NCc2ccccc2)NC1c1ccccc1C(F)(F)F (stereo not drawn)	12	19	5	6	-9	-3	6	7	12	1
43	CCc1ccc2[nH]c(=O)c(CN(CCCN3CCOCC3)C(=O)Nc3ccc(F)cc3)cc2c1	-18	8	-7	3	-8	4	-3	0	-15	8
44	CCCC(=O)NC(Nc1c(C)n(C)n(-c2ccccc2)c1=O)C(Cl)(Cl)Cl (stereo not drawn)	5	-10	4	11	1	4	3	2	-1	0
45	O=S(=O)(CCN1CCOCC1)c1ccccc1	-2	-1	-6	4	-9	0	-4	3	-12	-9
46	COc1cc(CC(=O)Nc2sccc2C(N)=O)cc(OC)c1OC	1	3	-5	-2	6	-4	-5	-5	9	-1
47	COC(=O)c1c(NC(=O)CSc2nnnn2-c2ccccc2)sc2c1CCCC2	10	0	0	-1	6	1	1	6	1	-3

# Screening data (PubChem BioAssay)
